Compound activity as filed in PubChem.
Cav32 inh: Cav3.2 calcium influx blockers – cell-based, Fluo-4 calcium fluorescence, FDSS, MLSMR library, primary screen; actives 4% (n = 100,000); B-score at 10 µM; Voltage-dependent T-type calcium channel subunit alpha-1H (Homo sapiens), O95180; Cav3.2-expressing cells; active compounds read low;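 active = single-dose well whose peak fluorescence ratio is a statistical outlier from its plate by either plate-standardised score or position-corrected B-score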
Target sequence (O95180 whole entry, looked up): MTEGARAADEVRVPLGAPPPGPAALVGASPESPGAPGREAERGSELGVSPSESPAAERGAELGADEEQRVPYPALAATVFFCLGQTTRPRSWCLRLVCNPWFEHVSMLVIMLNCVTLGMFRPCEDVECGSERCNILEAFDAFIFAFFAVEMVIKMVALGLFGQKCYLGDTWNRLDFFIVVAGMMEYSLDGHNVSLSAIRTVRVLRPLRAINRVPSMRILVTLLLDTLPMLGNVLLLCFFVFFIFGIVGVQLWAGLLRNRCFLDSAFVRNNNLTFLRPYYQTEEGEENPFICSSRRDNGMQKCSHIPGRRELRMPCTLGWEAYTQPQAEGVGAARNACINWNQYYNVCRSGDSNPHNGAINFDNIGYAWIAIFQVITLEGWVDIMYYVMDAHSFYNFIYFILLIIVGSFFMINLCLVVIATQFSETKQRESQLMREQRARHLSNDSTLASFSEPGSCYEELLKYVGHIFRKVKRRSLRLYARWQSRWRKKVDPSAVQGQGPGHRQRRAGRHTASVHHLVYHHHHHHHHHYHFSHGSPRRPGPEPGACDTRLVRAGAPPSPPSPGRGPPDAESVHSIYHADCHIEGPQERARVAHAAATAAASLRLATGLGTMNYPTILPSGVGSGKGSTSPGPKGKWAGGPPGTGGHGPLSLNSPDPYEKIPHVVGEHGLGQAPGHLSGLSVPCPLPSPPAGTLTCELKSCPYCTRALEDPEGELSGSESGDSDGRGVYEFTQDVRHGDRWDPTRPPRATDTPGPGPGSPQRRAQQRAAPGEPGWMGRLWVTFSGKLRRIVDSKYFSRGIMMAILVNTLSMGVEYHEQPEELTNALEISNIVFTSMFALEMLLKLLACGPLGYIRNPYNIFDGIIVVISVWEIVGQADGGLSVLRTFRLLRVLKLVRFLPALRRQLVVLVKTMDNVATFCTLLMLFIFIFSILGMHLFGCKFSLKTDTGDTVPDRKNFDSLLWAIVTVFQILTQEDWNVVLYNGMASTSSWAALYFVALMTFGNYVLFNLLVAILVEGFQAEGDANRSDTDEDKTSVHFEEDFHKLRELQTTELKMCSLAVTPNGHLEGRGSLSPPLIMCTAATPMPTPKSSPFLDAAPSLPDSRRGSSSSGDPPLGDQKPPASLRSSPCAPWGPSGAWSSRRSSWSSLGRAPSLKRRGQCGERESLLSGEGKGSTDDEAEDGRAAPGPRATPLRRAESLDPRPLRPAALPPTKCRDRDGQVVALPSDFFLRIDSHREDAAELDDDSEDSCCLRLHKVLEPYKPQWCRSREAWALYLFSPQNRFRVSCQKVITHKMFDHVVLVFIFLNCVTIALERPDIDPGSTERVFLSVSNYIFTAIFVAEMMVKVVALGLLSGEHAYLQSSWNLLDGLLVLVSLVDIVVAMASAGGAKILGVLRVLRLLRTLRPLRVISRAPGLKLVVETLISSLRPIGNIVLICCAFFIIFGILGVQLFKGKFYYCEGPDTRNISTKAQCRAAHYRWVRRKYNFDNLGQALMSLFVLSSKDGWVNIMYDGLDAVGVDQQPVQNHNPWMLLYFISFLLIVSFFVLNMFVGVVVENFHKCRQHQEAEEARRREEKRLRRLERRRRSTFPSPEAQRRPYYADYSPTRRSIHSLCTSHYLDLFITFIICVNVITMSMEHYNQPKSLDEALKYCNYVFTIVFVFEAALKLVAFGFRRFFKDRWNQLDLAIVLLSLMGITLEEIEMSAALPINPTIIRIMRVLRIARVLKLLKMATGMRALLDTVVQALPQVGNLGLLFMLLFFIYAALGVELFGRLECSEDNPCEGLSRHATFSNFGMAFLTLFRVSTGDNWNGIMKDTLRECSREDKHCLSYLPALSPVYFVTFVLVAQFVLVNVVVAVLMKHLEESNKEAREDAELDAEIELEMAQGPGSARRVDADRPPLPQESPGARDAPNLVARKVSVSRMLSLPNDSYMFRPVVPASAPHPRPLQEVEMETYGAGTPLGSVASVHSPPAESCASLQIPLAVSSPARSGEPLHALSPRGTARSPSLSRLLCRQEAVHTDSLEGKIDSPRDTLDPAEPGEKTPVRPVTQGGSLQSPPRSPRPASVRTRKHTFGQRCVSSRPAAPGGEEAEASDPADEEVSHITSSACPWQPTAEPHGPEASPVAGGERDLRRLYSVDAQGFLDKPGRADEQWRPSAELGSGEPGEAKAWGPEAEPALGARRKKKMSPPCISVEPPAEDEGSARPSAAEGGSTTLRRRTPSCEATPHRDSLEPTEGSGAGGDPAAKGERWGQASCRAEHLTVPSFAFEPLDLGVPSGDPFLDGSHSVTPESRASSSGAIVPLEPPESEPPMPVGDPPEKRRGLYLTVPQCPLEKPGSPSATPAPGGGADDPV
* = called active by the depositor. This is a subset (hit frequency here may not be typical).

compound	Cav32 inh
OCCCCCN=c1cc(-c2ccccc2)oc2ccc(Cl)cc12	0.014
COc1cc(/C=N/n2cnnc2)ccc1OCCOc1ccccc1	1.2
COC(=O)c1cc(=O)n(-c2ccc(F)cc2)c(=Nc2ccc(F)cc2)s1	-0.94
CCOC(=O)C1=C(c2ccccc2)Nc2ncnn2C1c1ccc(OC)c(OC)c1OC (configuration not stated)	-0.064
O=C(Cn1nc(-c2ccccc2)ccc1=O)NCCN1CCN(Cc2ccccc2)CC1	1
Cc1ccc(C2CC(=O)NC(SCc3ccccc3)=C2C#N)cc1 (configuration not stated)	-2.5
Cc1c(C(=O)NCc2ccc3c(c2)OCO3)sc2nc(-c3ccc(F)cc3)cn12	0.052
Cc1n[nH]c(=O)nc1NCc1ccc(Cl)cc1	0.25

A stretch taken from the entries so far:
compound	Cav32 inh
COC(=O)c1cc(=O)n(-c2ccc(F)cc2)c(=Nc2ccc(F)cc2)s1	-0.94
CCOC(=O)C1=C(c2ccccc2)Nc2ncnn2C1c1ccc(OC)c(OC)c1OC (configuration not stated)	-0.064
O=C(Cn1nc(-c2ccccc2)ccc1=O)NCCN1CCN(Cc2ccccc2)CC1	1
Cc1ccc(C2CC(=O)NC(SCc3ccccc3)=C2C#N)cc1 (configuration not stated)	-2.5
Cc1c(C(=O)NCc2ccc3c(c2)OCO3)sc2nc(-c3ccc(F)cc3)cn12	0.052

Other entries
compound	Cav32 inh
COc1ccc2oc(=O)c(C(=O)O)cc2c1	-0.43
CS(=O)(=O)N1CCN(c2ccccc2NC(=O)c2cccnc2)CC1	-0.13
CCCOc1nnnn1-c1ccccc1	0.029
CC(=O)N1CC=CC1(C)C(=O)NCc1cc(F)cc(C(F)(F)F)c1 (configuration not stated)	0.38
Cc1oc(-c2ccc(Cl)cc2)cc1-c1nn2c(-c3ccoc3C)nnc2s1	0.029
CC(=O)Nc1cc2c(cc1NC(=O)Cn1nc(-c3ccc4c(c3)OCCO4)ccc1=O)OCCO2	-0.046
CCCCCn1c(N2CCC(Cc3ccccc3)CC2)nc2c1c(=O)[nH]c(=O)n2C	-4.8*
O=c1c(Cc2ccc(F)cc2)c(O)ccn1C1CC1	0.16
Cc1ccc(SCC(=O)NCCN2C(=O)CSC2=O)cc1C	-0.71
CCOC(=O)c1c(C)nc2ccc(C)cn12	-0.5
O=C(CSc1nnnn1Cc1ccccc1)Nc1ccc2c(c1)OCO2	-0.016
Nc1c(-c2cccs2)cnn1-c1nc(-c2ccc(Cl)cc2Cl)cs1	0.37
CCCC(=O)NC1=C(C#N)C2(CCCC2)Cc2ccccc21	0.26
CCCn1cc(NC(=O)C2CC(c3cccc(Br)c3)=NO2)cn1 (configuration not stated)	-1.1
CN(C)/C=N/c1cnc(C(=O)c2ccc(Cl)cc2)n1C	0.71
NC(=O)COc1ccc2c3c(c(=O)oc2c1)CCCCC3	0.55
Cn1cnc([N+](=O)[O-])c1Sc1ncccc1N	0.033
COC(=O)CN=C1OC(=O)N2C(=O)C3=C4[C@@H](C[C@H]5C(=O)N(c6ccccc6)C(=O)[C@H]5[C@H]4[C@@]12Cc1ccccc1)[C@H]1C(=O)N(c2ccccc2)C(=O)[C@H]1[C@H]3C	-0.78
Cn1nc(C(F)(F)F)c(C(=O)Nc2cccc(Cl)c2)c1Cl	-0.74
O=C(c1ccc(COc2ccccc2[N+](=O)[O-])o1)N1CCCCCC1	-0.19
O=c1cc(NCc2ccco2)c2ccccc2o1	0.36
CC1=NS(=O)(=O)c2cc(Cl)ccc2N1	1.2
C=CCOc1c(CNc2cccc(C(=O)O)c2)cccc1OC	1.3
CCOC(=O)Cc1csc(NC(=O)c2csc3c2CCCC3)n1	-2.1

Reformatted: results already given.
O=c1cc(NCc2ccco2)c2ccccc2o1
  Cav32 inh: 0.36
CC1=NS(=O)(=O)c2cc(Cl)ccc2N1
  Cav32 inh: 1.2
C=CCOc1c(CNc2cccc(C(=O)O)c2)cccc1OC
  Cav32 inh: 1.3
CCOC(=O)Cc1csc(NC(=O)c2csc3c2CCCC3)n1
  Cav32 inh: -2.1

New compounds follow
compound	Cav32 inh
Cc1nc(NCCc2ccc(S(N)(=O)=O)cc2)c2c3c(sc2n1)CCC3	-0.41
CSc1ccccc1C(=O)NC1CCCCCC1	0.3
Cc1cc(=O)oc(C)c1C(=O)n1nc(C)c2c1C[C@@H]1[C@H]2C1(C)C	0.7
CN(C)Cc1nc2c(c(=O)[nH]1)C1(CCCCC1)Cc1ccccc1-2	-2.9
C/C=C/C=C\C(=O)Nc1cccc(C2=NOC3(C2)C[C@H](C(N)=O)N(C(=O)/C=C/C)C3)c1 (some centres not stated)	0.11
COc1ccccc1C(=O)NC(C)C(c1cccs1)N1CCN(C)CC1 (configuration not stated)	-0.2
Cn1c(=O)[nH]c(=O)c2c1nc(N1CCCCC1)n2CCCSc1nc2ccccc2s1	-1.4
Cn1c(SCC(=O)Nc2ccc(N3CCOCC3)c(Cl)c2)nnc1C(O)c1ccccc1 (configuration not stated)	-0.034
CC(Oc1ccc(Cl)cc1Cl)C(=O)N(Cc1ccco1)C1CCS(=O)(=O)C1 (configuration not stated)	-0.8
O=C(Nc1ccc(CN2CCOCC2)cc1)c1ccc(-c2cc(Cl)ccc2Cl)o1	0.42
Cc1ccc(Cn2nnnc2CN2CCC(O)(c3ccccc3F)CC2)cc1	0.011
O=C(NCc1ccccc1)c1ccc(COCC(F)(F)F)o1	-0.077
O=C(NNC(=O)C1CCN(Cc2cccc(F)c2)CC1)c1cccc(Cl)c1	0.7
Cc1noc(C)c1C(=O)N1CCN(C(=O)c2sc3cc(Cl)ccc3c2Cl)CC1	2.4
O=C(Nc1ncc2c(n1)-c1ccccc1OC2)c1ccc(Cl)cc1	-4.5*
CCOC(=O)c1ccccc1NC(=O)Cn1cnc2c(oc3ccccc32)c1=O	0.04
COc1ccccc1NC(=O)c1nnn(Cc2ccccc2)c1NC(=O)C(F)(F)F	-7.7*
Cc1cc(/C=N\NC(=O)CC(=O)NC2CCCCC2)c(C)n1-c1ccc(Cl)cc1	-5.7*
Cc1cccc(C(=O)CC(=O)c2cc(Cl)ccc2O)c1	-2.1
O=C(CSc1nc2c(sc3ccccc32)c(=O)n1CCc1ccccc1)NCc1ccco1	-0.16
COC(=O)c1sccc1NC(=O)CSc1ccccc1NS(=O)(=O)c1ccc(F)cc1	-5.6*
CCc1ccc(NC(=O)C2CC=CCC2C(=O)O)cc1 (configuration not stated)	-0.27
CSc1ccc(CNc2ccccn2)cc1	-1.9
COc1ccc(C(=O)N2CCCC(c3ccccc3)C2)cc1 (configuration not stated)	-0.86
COc1ccc(C2C(C#N)=C(N)Oc3n[nH]c(C)c32)cc1Cn1nnc2ccccc21 (configuration not stated)	1.4
Nc1nc(CSc2nnnn2-c2ccc(F)c(Cl)c2)nc(N2CCOCC2)n1	1
Brc1ccc(-c2ccc(/C=N/Nc3nncc(-c4ccccc4)n3)o2)cc1	-0.55
CCCc1cc(=O)oc2c(CN3CCCC3)c(O)c(Cl)cc12	1.1
COCc1nnc(NC(=O)c2ccc(NC(=O)C(C)C)cc2)s1	-0.001
COC(=O)CNC(=O)C1Nc2ccccc2C2C=CCC12 (configuration not stated)	0.82
CCC(C)NC(=O)CSc1nc2n[nH]c(C)c2c(=N)n1-c1ccc(OC)cc1 (configuration not stated)	1.6
CCn1nc(C(=O)OC(C(=O)c2c[nH]c3ccccc23)c2ccccc2)c2ccccc2c1=O (configuration not stated)	-3.5
CN1CC(=O)N(CC(=O)NCc2ccc3c(c2)OCO3)C1=O	0.64
CC(C(=O)N1CCN(c2ccc(Cl)cc2)CC1)c1ncc(C(F)(F)F)cc1Cl (configuration not stated)	-2.1
CC(C)Oc1cccc(-c2cc(C(=O)N3CCN(S(C)(=O)=O)CC3)c3ccccc3n2)c1	-0.86
CCN(CC)CCCN1C(=O)CSC1c1ccc2c(c1)OCO2 (configuration not stated)	1.1
CC(C)(C)OC(=O)N1CCC2(CC1)Oc1ccc(F)cc1C(=O)C21CC(c2cccnc2)=NO1 (configuration not stated)	-0.79
O=C1CC(c2ccc(F)cc2)C2=C(CCCC2=O)N1 (configuration not stated)	-0.013
Cc1ccc(NC(=O)C/C(N)=N/O)cc1C	0.32
COC(=O)[C@H]1[C@@H](C)N(CCc2cc(OC)c(OC)c(OC)c2)C(=O)N[C@H]1c1ccccc1	-2.1
CCCOc1ccc(NC(=O)c2c(-c3ccccc3)noc2C)cc1	0.44
CSc1ccccc1NC(=O)Cn1c(-c2cscn2)nc2ccccc21	-1.1
CCCCC(=O)Nc1ccc(F)c(Cl)c1	0.035
Cc1cc(NC(=O)CSc2nc(C(C)C)nc3sc4c(c23)CCC(C)C4)no1 (configuration not stated)	-0.34
CCn1ncc(/C=N\NC(=O)c2ccc3c(c2)c(C)c(C)n3Cc2ccccc2)c1C	-5.7*
COC(=O)CSc1cc(C)nc(NC(C)=O)n1	-0.12
O=C(Nc1ccc2c(c1)OCCO2)C1CCCN(S(=O)(=O)c2cnc[nH]2)C1 (configuration not stated)	0.22
Cc1nnc(N2CCN(c3ccccc3)CC2)[nH]c1=O	0.15
CCOC(=O)C1=C(C)NC(=O)NC1c1cccc(OC)c1OCc1ccccc1Cl (configuration not stated)	-0.017
Cc1nn(C)c(C(=O)NNC(=S)Nc2ccc(F)cc2)c1[N+](=O)[O-]	0.67
CCN(CC)S(=O)(=O)c1ccc(-c2nnc(SCc3nnc(-c4ccc(C)cc4)o3)o2)cc1	0.63
Cc1cccc(-c2nc(C#N)c(NC3CCCCC3)o2)c1	0.59
O=S(=O)(c1ccc(C2CCCCC2)cc1)N1CCN(c2ncccn2)CC1	-0.96
Cc1cc(C=O)c(C)n1-c1ccc(N2CCCCC2)c([N+](=O)[O-])c1	-1.2
O=C(CS(=O)(=O)c1c[nH]c2ccccc12)N1CCCc2ccccc21	0.014
O=C(C1CC1)N1CCc2cc(Br)cc(S(=O)(=O)NCc3ccccn3)c21	1.9

The listing continues:
compound	Cav32 inh
O=S(=O)(c1ccccc1)N1CCN(CC(O)COc2ccc3c(c2)CCC3)CC1 (configuration not stated)	-2.6
COc1ccc(C)cc1-n1nnnc1SCc1csc(C)n1	0.85
CN(Cc1cnn(C)c1)C(=O)c1sc2cccc(Cl)c2c1Cl	-1.3
C=CCn1c(SC(C)CC)nc(O)cc1=O (configuration not stated)	-0.00095
Cc1ccc(C)c(OCCCCn2ccnc2)c1	-0.15
O=C(Nc1ccc(C2CCCCC2)cc1)C1CCN(c2ncccn2)CC1	-0.19
Cc1ccc([N+](=O)[O-])cc1NC(=S)NC(=O)CC(C)(C)C	-2.5
Cc1cc(-c2nc3c4c5c(sc4[nH]c(=O)n3n2)CCC5)c(C)o1	-0.45
COCCN1C(=O)c2cc(C(=O)Nc3cccc(F)c3)ccc2C1Nc1cccc(F)c1 (configuration not stated)	0.13
Cc1cccc(CN(CC(=O)N/N=C/c2ccco2)S(=O)(=O)c2ccc(Cl)cc2)c1	-3
C=CCn1c(SCC(=O)N2CC(=O)Nc3ccccc32)nc2scc(-c3cccs3)c2c1=O	-7.2*
CCOC(=O)C1=C(C)Nc2ncnn2C1c1cccnc1 (configuration not stated)	0.011
COc1cccc(C(=O)c2cc3ccc(O)cc3oc2=O)c1	0.09
N#Cc1cnn(Cc2ccccc2)c1/N=C/N1CCOCC1	0.093
COc1ccc(NC(=O)/C(Cl)=C(/Cl)S(=O)Cc2ccccc2)cn1 (configuration not stated)	0.77
CCN(CC)c1ccc(/C=N/Nc2nc3ccccc3[nH]2)c(O)c1	-3
Cc1ccc([N+](=O)[O-])cc1NC(=O)CN(C(=O)c1ccc(Cl)cc1)C1CCCCC1	-9.4*
COc1ccc(CNc2nc(NCc3ccc(OC)cc3)n(C(C)=O)n2)cc1	0.016
O=C1C2ON(c3ccccc3)C(c3ccncc3)C2C(=O)N1c1ccccc1 (configuration not stated)	0.51
CCc1nc2ccccc2c(C(=O)OCC(=O)NCc2ccco2)c1C	0.29
CC(=O)Nc1ccc(-c2ccccc2)s1	0.5
CC(=O)Nc1cc(C(N)=O)c(Cl)cc1Cl	-1.2
COCCn1c(SCC(=O)c2ccc3c(c2)OCCO3)nnc1C(C)C	0.31
COc1cccc(-n2cc(C(=O)O)c3ccccc3c2=O)c1	-0.027
COc1ccc2c(c1)c1nc3ccccc3nc1n2CCn1c(=O)oc2ccccc21	0.12
Cc1c(C(=O)Nn2cnnc2)oc2ccccc12	-0.54
CC(=O)Nc1ccc(S(=O)(=O)Nc2c(C)nn(-c3ccccc3)c2C)cc1	0.67
CCCOc1c(OC)cc(Cl)cc1C1NC(=O)NC(C)=C1C(=O)NCc1ccccc1 (configuration not stated)	0.22
Cc1ccc(Cl)cc1NC(=O)C1CCCN(S(=O)(=O)c2c(C)noc2C)C1 (configuration not stated)	0.63
COc1ccc2c(=O)c(C(=O)NCCc3ccc(OC)c(OC)c3)c[nH]c2c1	1.3
COc1ccc2[nH]cc(/C=C(/C#N)S(=O)(=O)c3ccccc3)c2c1	-0.6
CC1Cc2ccccc2N1C(=O)Cn1c(=O)cc(O)c2ccccc21 (configuration not stated)	0.13
C=CCNC(=O)CSc1nc2sc(C)c(C)c2c(=O)[nH]1	0.78
COc1ccc2oc(=O)c(NC(=O)C3CCCCC3)cc2c1	0.66
